GFP derepression: epigenetic GFP locus derepression in mouse cells. mouse C127i GFP locus derepression, cytometry, 30 h. Potency, µM (doses to about 46.1 µM), without a hit: at the highest dose GFP derepression (activation). 68,000 tested, 0.09% active. AID 597; note: % of control where 0% means no effect
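Read-out is the number of GFP-positive cells, scored as fluorescent objects 20 to 120 um wide, reflecting derepression of a silenced CMV-GFP reporter in murine C127i cells after 30 h compound exposure at 37 C.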
HBB splice mod: hemoglobin beta splicing modulation. HBB splicing reporter cell assay, activation; EGFP reporter with mutant IVS2-654 intron; response scale: normalised to 500 nM splice-correcting PNA. Potency, µM (series often up to 46.1 µM), inactives show at the highest dose activation, usual class: activators. 65,000 tested, 0.06% active; note: potency is the fitted concentration of half-maximal effect; 0% is about no effect
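Compounds were applied for 2 days to HeLa EGFP-654 cells, 500/well in Optimem with 2% FCS. The reporter's EGFP is disrupted by mis-splicing of beta-globin intron IVS2-654. Readout: summed well GFP fluorescence from 488 nm laser scanning; reference was 500 nM antisense […] 654 PNA.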
HADH2 inhib: HADH2 (human) dehydrogenase inhibition. 73,000 tested, 3.4% active. Potency, µM (doses to about 57.1 µM), for inactives: at the top dose activity change, negative = inhibition, hits mostly inhibitors. recombinant HADH2, NADH fluorescence, beta-hydroxybutyryl-CoA. AID 886; note: potency is the fitted concentration of half-maximal effect; % is set by controls: 0 for no effect and ±100 for the full control effect; nearly all actives have a fitted effect of over 60% in size; many of its hits are not listed in these tables
Target sequence (Q99714 whole entry, looked up, one chain of several): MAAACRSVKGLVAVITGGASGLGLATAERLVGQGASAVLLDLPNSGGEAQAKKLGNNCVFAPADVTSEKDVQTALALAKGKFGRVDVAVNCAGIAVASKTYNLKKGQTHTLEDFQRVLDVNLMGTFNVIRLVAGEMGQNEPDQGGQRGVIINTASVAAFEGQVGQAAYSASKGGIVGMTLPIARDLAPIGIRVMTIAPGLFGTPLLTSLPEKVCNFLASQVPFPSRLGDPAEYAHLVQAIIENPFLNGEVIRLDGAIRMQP
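NADH fluorescence (ex 360/em 450 nm) read every 30 s for 4 min; activity taken as last-minus-first time point difference. Enzyme 20 nM, NAD+ 1 mM, beta-hydroxybutyryl-CoA 90 uM, pH 9.0 Tris buffer.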
CRE-bla Fsk: alters forskolin-stimulated CRE reporter signaling in CHO cells. CHO CRE-bla reporter (cAMP response element driving beta-lactamase), forskolin EC10, beta-lactamase ratio. Potency, µM (highest dose often 38.2 µM), inactives show at the top dose activity change, negative = inhibition, usual class: activators. 71,000 tested, 2.5% active; active = well fitted activation curve with a large enough effect in the signal ratio, with a control signal flat, not every such curve was filed as active; inconclusive = small, poorly fitted or top-dose-only effect, or effect the other way, or a change in a side signal; the % refers to the signal ratio; note: potency is the fitted concentration of half-maximal effect; % of control where 0% means no effect
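qHTS titration format; CRE-bla CHO reporter; stimulus EC10 NKH 477, a water-soluble forskolin. Read: CCF4 460/530 nm ratio. Potency expressed as AC50 for activators or inhibitors.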
USP2a inhib: blocks human ubiquitin-specific protease USP2a; O75604; USP2a enzymatic assay, qHTS inhibition; Potency, µM (titrated, usually from 38.3 µM), for the others: at the top dose activity change, negative = inhibition, actives largely listed as inhibitors; 60,000 tested, 0.1% active; AID 927;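 note: potency is the fitted concentration of half-maximal effect; nearly all actives have a fitted effect of over 60% in size; plate controls were DMSO for no effect and NEM full inhibition control for full effect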
Target sequence (O75604 whole entry, looked up): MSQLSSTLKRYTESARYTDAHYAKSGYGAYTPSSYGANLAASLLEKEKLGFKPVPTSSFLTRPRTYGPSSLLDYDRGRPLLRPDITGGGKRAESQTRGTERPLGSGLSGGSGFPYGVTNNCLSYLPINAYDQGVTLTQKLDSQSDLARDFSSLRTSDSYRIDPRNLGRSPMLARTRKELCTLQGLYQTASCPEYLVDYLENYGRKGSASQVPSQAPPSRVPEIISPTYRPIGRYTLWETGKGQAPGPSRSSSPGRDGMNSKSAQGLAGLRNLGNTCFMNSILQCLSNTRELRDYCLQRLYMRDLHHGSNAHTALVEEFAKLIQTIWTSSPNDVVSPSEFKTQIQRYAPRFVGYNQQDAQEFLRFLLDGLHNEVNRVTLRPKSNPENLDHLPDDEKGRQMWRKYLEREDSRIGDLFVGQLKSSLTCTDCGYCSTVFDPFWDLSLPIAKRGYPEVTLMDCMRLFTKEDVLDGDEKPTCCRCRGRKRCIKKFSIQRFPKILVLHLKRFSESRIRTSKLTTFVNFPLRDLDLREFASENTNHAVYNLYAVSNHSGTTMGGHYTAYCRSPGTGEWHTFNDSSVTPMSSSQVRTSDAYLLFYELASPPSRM
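20 nM USP2 core + cpd, 30 min RT; add 20 nM Ub-PLA2/20 uM NBD C6-HPC; read Ex460/Em535 at 0 h and 2.5 h. Normalized to NEM; qHTS curve fit/classification.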
BRCT inh red: BRCT-phosphoprotein interaction inhibition (red fluorophore); BRCT-phosphopeptide binding, red fluorescence polarization; Potency, µM (doses to about 76.9 µM), inactives show at the top dose activity change, negative = inhibition, usual class: inhibitors; 75,000 tested, 0.03% active; AID 892; note: % is set by controls: 0 for no effect and ±100 for the full control effect
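Fluorescence polarization: 100 nM His-tagged BRCA1 BRCT with 100 nM TAMRA-labelled phospho-BACH1 decapeptide, phosphate buffer pH 7.3 with 150 mM NaCl, DTT, 0.01% Tween 20; 12 min RT. Binding inhibition seen as FP decrease.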
15-hLO inh: 15-hLO (ALOX15) enzyme inhibition; P16050; purified 15hLO-1, xylenol orange hydroperoxide absorbance; Potency, µM (doses to about 57.1 µM), for inactives: at the highest dose activity change, negative = inhibition, usual class: inhibitors; 74,000 tested, 1.4% active; AID 887; note: potency is the fitted concentration of half-maximal effect; % is set by controls: 0 for no effect and ±100 for the full control effect; nearly all actives have a fitted effect of over 55% in size
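Quantitative HTS in 25 mM Hepes pH 7.5 containing 0.01% Triton X-100: human 15hLO-1 at 40 nM, arachidonic acid at 50 uM, 6 min turnover. Product quantified via ferrous oxidation/xylenol orange, 573:405 nm absorbance ratio.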
Pol III holo inh: DNA polymerase III holoenzyme inhibition; reconstituted DNA polymerase III holoenzyme replication, biochemical; Potency, µM (highest dose often 57.1 µM), without a hit: at the highest dose activity change, negative = inhibition; 71,000 tested, 0.25% active; AID 603; note: potency is the fitted concentration of half-maximal effect; % is set by controls: 0 for no effect and ±100 for the full control effect
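Reconstituted *E. coli* holoenzyme (0.35 nM Pol III, 1 nM beta, 154 nM SSB, 2 nM primase) was preincubated with compound for 15 min at RT. Synthesis on 1.4 nM ssM13Gori ran 35 min, then was stopped with PicoGreen/EDTA and read as dsDNA fluorescence.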
Hsp90 Hop PPI: changes Hsp90-Hop TPR2A binding signal, up or down. AlphaScreen TPR2A-His6 binding biotin-Hsp90 C-terminal peptide. Potency, µM (top dose mostly 57 µM), for the others: at the highest dose activity change, negative = inhibition. 71,000 tested, 0.44% active; active = well fitted curve in either direction with a large enough effect; inconclusive = small, poorly fitted or top-dose-only effect, or another doubt; note: potency is the fitted concentration of half-maximal effect; % is set by controls: 0 for no effect and ±100 for the full control effect; many of its hits are not listed in these tables
UbGFP stabilizer: proteasome inhibitors stabilizing ubiquitin-GFP reporter | Ubiquitin-GFP reporter cells, proteasome inhibition, GFP fluorescence; response scale: untreated = 0%, 10 µM MG-132 = 100% | Potency, µM (highest dose often 45.9 µM), for inactives: at the highest dose activation (GFP accumulation), actives largely listed as activators | 67,000 tested, under 10 active; active = well fitted activation curve with a large enough effect, not every such curve was filed as active; inconclusive = small, poorly fitted or top-dose-only effect, or another doubt; inactive = no such curve, though single readings can be large or run the other way; note: potency is the fitted concentration of half-maximal effect
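Proteasome blockade was scored as a rise in GFP-expressing U2OS cells carrying a ubiquitin(G76V)-GFP construct, imaged after 4 hr compound treatment at 37 °C across a 46 uM–2.9 nM series.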
BRCT inh green: inhibitors of human BRCA1 BRCT-phosphoprotein interaction (green fluorophore); 75,000 tested, 0.05% active; Potency, µM (highest dose often 76.9 µM), for inactives: top-dose activity change, negative = inhibition, hits mostly inhibitors; AID 875; P38398; BRCA1 BRCT-phosphopeptide binding, green fluorescence polarization;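 note: potency is the fitted concentration of half-maximal effect; plate controls were peptide without protein for full effect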
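Compounds were incubated for 12 min at room temperature with a complex of 100 nM fluorescein-tagged pBACH1 decapeptide and 250 nM His-tagged BRCT protein. Buffer was phosphate pH 7.3 with EDTA, DTT and Tween 20. Disruption of binding lowers the polarization signal.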
* = called active by the depositor; ? = inconclusive; nt = no result given; & = joins results of further samples; ! = not active in a repeat; [ ] = remark or other dose. Unless noted, calls come from the whole dose curve; as a rule, active = well fitted curve in the direction sought with a large enough effect; inconclusive = small, poorly fitted or top-dose-only effect, or another doubt; inactive = no such curve, though single readings can be large; an effect the other way counts as inactive or inconclusive.

SMILES	Pol III holo inh	UbGFP stabilizer	USP2a inhib	Hsp90 Hop PPI	15-hLO inh	GFP derepression	BRCT inh red	BRCT inh green	HADH2 inhib	CRE-bla Fsk	HBB splice mod
CC(=O)c1c(C)[nH]c(C(=O)NCc2ccccc2Cl)c1C	0.2%	-1.7%	20.8%	-2.2%	-9.8%	1.2%	-0.5%	1.7%	4.6%	-4.0%	-1.7%
Cc1ccc(NC(=O)CCSc2nnnn2-c2ccc3c(c2)OCO3)cc1C	-0.9%	2.4%	2.8%	-2.9%	-26.1%	0.0%	0.8%	2.8%	0.7%	-12.4%	-2.8%
CC(=O)N(CC1CCCO1)C1(C(=O)NC2CCCC2)CCCCC1 (configuration not stated)	-8.0%	13.1%	12.0%	-7.5%	-5.1%	-1.8%	-0.2%	-0.2%	0.8%	-10.6%	1.0%
C=CCN1CCN(C(CC(C)C)c2nnnn2CCOC)CC1 (configuration not stated)	-4.0%	-0.8%	nt	-1.8%	5.7%	-1.1%	2.1%	-1.6%	-2.5%	-4.9%	0.0%[57.5 µM]
C/C(NCc1cccnc1)=C(\C#N)C(=O)NCc1ccccc1	2.2%	6.4%	-2.7%	-3.4%	14.5%	0.0%	-0.8%	3.5%	16.3%	18.7%	4.1%[1.84 µM]
CCc1cc2c(NCCC(=O)O)nc(C)nc2s1	-2.8%	0.2%	-9.2%	0.6%	-5.9%	0.0%	-1.4%	0.1%	-1.9%	12.7%	nt
CSc1c(C#N)c(N)c(C#N)c2c1COC(C)(C)C2	-2.5%	4.4%	0.5%	6.3%	-1.5%	-0.5%	-0.6%	-0.8%	?	3.98µM*	-0.8%
Cc1nc2sc(C(c3cccs3)N3CC(C)CC(C)C3)c(O)n2n1 (configuration not stated)	-1.4%	-3.7%	nt	-13.2%	24.2%	nt	2.2%	-1.0%	3.0%	-1.0%	-0.2%
CC(C)CC1(C)NC(=O)N(CC(=O)NC(=O)Nc2ccc3c(c2)OCCO3)C1=O (configuration not stated)	1.9%	-5.7%	16.5%	-5.4%	-11.8%	2.5%	0.2%	-2.2%	-4.8%	-4.0%	-0.2%[57.5 µM]
COc1ccc(N2C(=O)CC(N3CCCC4CCCCC43)C2=O)cc1 (configuration not stated)	4.2%[11.4 µM]	11.9%[9.17 µM]	4.9%[7.66 µM]	-13.2%[11 µM]	-9.1%[11.4 µM]	-2.0%	-0.5%	-0.7%	-4.8%[11.4 µM]	?	-1.8%[0.0738 µM]
CCOc1ccc2[nH]c(=O)c(CN(CCO)C(c3nnnn3C3CCCCC3)C(C)C)cc2c1 (configuration not stated)	-6.5%	2.5%	40.8%[activator]	-3.4%	-15.7%	0.3%	-0.1%	2.0%	5.0%	12.7%	-0.9%
COc1cc2c(cc1OC)C(C(=O)Nc1ccc3c(c1)OCCO3)C(c1cccnc1)N(C)C2=O (configuration not stated)	2.3%	5.6%	5.8%	-3.8%	8.7%	0.0%	0.0%	0.3%	4.5%	3.0%	-1.4%
COc1ccc(-c2cc(C(=O)OCC(=O)N3CCCC3)c3ccccc3n2)cc1	-3.3%	-3.3%	12.8%	28.5%	-23.2%	-1.9%	-2.6%	-1.1%	18.6%	?	2.4%[57.5 µM]
O=C1Nc2c(Br)cc(Br)cc2C1(O)N1CCOCC1 (configuration not stated)	1.8%	8.3%	-0.8%	-2.3%	-7.8%	-1.1%	0.8%	-1.1%	-4.2%	?	-1.5%
COc1cccc(CNC(=O)C(CCSC)NS(=O)(=O)c2ccc3c(c2)oc(=O)n3C)c1 (configuration not stated)	-2.3%	1.7%	-10.4%	-20.1%	8.6%	2.4%	1.1%	-2.4%	9.1%	?	-3.4%
COCC(=O)N1CCC2(CC1)CCN(c1cccc(-c3ccccc3)c1)CC2	3.4%	12.9%	175.3%[activator]	-23.4%	-3.3%	2.3%[9.22 µM]	-0.9%	-7.8%	-5.3%	10.2%	-1.1%
Cn1cc(SCC(=O)NCC2CCCO2)c2ccccc21 (configuration not stated)	-0.4%	0.6%	nt	-1.0%	-2.2%	nt	1.1%	-0.8%	-26.3%	7.9%	-0.5%
CNC(=O)CN(c1ccc(C(C)C)cc1)S(C)(=O)=O	-2.3%	-2.9%	-2.8%	-2.1%	14.3%	13.0%	0.6%	-0.7%	6.0%	1.8%	-2.9%
Cc1ccc2nc(-c3ccc4c(c3)OCCO4)cc(C(=O)O)c2c1	-5.1%	-2.7%	0.9%	-17.7%	-10.5%	1.3%	-2.6%	-0.6%	-3.4%	-1.5%	0.3%
O=C(c1csnn1)N1CCC2(CCN(Cc3ccccc3)CC2)CC1	-8.9%	-6.7%	12.4%	-1.0%	1.6%	4.6%[9.22 µM]	2.7%	-1.3%	-3.3%	-5.7%	3.0%
COc1ccc(-n2c(=O)cnc3cnc(Nc4ccccc4)nc32)cc1	-5.1%	6.0%	7.4%	4.2%	-6.3%	0.0%[9.22 µM]	-1.6%	10.1%	-4.1%	-23.7%	0.1%
COc1ccc(N2CC(C(=O)NCc3cccnc3)CC2=O)cc1 (configuration not stated)	-10.0%	1.7%	-8.4%	-0.4%	-4.1%	-1.2%	0.6%	-1.7%	1.7%	0.9%	-4.2%
Cc1cc(C)c2ccc(C)[n+]([O-])c2c1O	12.0%	9.4%	-6.6%	-8.0%	1.0%	0.1%	0.7%	-1.9%	-15.2%	?	3.1%
O=C(O)Cn1nnn(-c2ccccc2)c1=S	-2.4%	0.0%	4.5%	1.4%	-15.2%	0.0%	-1.1%	2.2%	5.6%	?	-1.5%
COc1ccc(-c2nnc(CSc3nc4ccccc4c(=O)n3CC3CCCO3)o2)cc1OC (configuration not stated)	-7.8%	0.4%	10.9%	-5.3%	7.3%	2.4%	1.8%	0.4%	-5.2%	?	nt
CC(C)N(C(=O)CSc1nc2c([nH]1)c(=O)n(C)c(=O)n2C)c1ccccc1	-1.4%	-6.0%	nt	-1.2%	3.4%	nt	-1.7%	-2.9%	-3.8%	?	-0.2%
CCN1CCC2(CC1)C(C#N)=C(N)Oc1c2sc2nc(C)cc(C)c12	-0.2%	-7.1%	25.2%	-4.4%	25.1µM*	0.0%	-3.6%	24.6%	?	?	2.3%[1.84 µM]
O=C(NCCNC(=O)C1CC2CCC1C2)C1CC2CCC1C2 (configuration not stated)	-5.5%	5.2%	0.6%	1.1%	-3.6%	5.9%	0.2%	-3.0%	-2.0%	5.3%	0.1%
O=C1c2ccccc2-c2ccc(NC(=O)[C@H]3CCCC[C@@H]3C(=O)O)cc21	-7.2%[11.4 µM]	-5.3%[9.17 µM]	nt	-5.7%[11 µM]	3.1%[11.4 µM]	-3.4%[9.22 µM]	-1.7%[15.4 µM]	-0.9%[15.4 µM]	2.2%[11.4 µM]	?	-1.8%[9.22 µM]
O=C1c2ccccc2C(=O)N1CCCc1nc(-c2ccccn2)no1	0.0%	8.2%	7.1%	-11.1%	-1.7%	4.7%	0.0%	-1.7%	6.1%	4.1%	0.9%
O=C(Nc1cccc2nsnc12)c1cccs1	-3.5%&1.0%	3.2%&0.5%	-4.6%&6.6%	0.5%&7.3%	2.5%&-6.0%	-1.1%&0.0%	1.8%&-0.3%	-0.9%&-1.0%	25.1µM*!	?	0.7%&1.2%
COc1cc2ccccc2cc1C(=O)Nc1ccc(N2CCN(C)CC2)cc1	-6.1%	-0.8%	9.7%	-14.9%	10.6%	0.0%	-0.8%	0.0%	9.4%	?	0.5%[57.5 µM]
CN1CCN(CC#CCC(O)(c2ccccc2)C2CCCC2)CC1 (configuration not stated)	-5.5%	6.5%	-8.2%	-1.0%	11.9%	1.2%	0.3%	-0.2%	3.3%	-2.5%	nt
COc1ccccc1N1C(=O)CC(Sc2ncccc2C(=O)O)C1=O (configuration not stated)	-0.3%	2.5%	-6.4%	0.6%	3.8%	3.2%	-1.1%	-2.1%	-29.5%	-2.1%	2.7%
COc1cccc(C(=O)NC2(C(F)(F)F)N=C3SCCN3C2=O)c1 (configuration not stated)	0.7%	5.8%	-4.1%	-3.3%	3.1%	4.3%	0.7%	-0.7%	11.0%	0.9%	-0.3%[57.5 µM]

This is a subset; count on the stated rates, not on these rows.
